PV pol inh = poliovirus RNA polymerase inhibition | P03300 | poliovirus polymerase elongation, fluorescence polarization; hits give low values | % elongation, % (compound at 16.7 µg/mL) | hit rate 0.66% among 150,000; in the data active = % elongation below about 90%; note: some results filed as inactive read as strong as hits
Target sequence (P03300 1749-2209 limits assumed): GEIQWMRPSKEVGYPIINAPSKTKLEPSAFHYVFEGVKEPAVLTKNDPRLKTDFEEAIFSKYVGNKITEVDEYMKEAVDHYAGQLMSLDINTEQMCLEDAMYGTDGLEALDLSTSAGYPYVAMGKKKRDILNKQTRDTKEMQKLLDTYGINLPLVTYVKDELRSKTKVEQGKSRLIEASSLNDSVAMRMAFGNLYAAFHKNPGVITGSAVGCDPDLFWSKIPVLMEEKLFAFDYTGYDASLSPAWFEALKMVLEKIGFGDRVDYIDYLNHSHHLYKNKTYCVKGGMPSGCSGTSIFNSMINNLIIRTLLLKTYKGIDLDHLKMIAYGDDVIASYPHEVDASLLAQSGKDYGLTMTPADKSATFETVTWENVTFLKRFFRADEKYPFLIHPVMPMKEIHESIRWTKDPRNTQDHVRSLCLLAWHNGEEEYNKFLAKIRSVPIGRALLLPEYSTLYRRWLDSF
PV pol inh FP z-score = second read-out of PV pol inh, no call of its own (marks repeat the call); z-score; measured here: FP z-score; hits read low
* marks the source's active call; other numbers are inactive results; & = joins results of further samples. An excerpt. The share of hits here may be higher or lower than overall.

Order of results: PV pol inh	PV pol inh FP z-score
- C=CCc1cc(OC)ccc1OCCCSc1ncccn1
    101	0.2
- Cc1n[nH]c(C)c1NC(=O)c1cc2ccccc2oc1=O
    104	0.6
- CC(=O)N1c2ccc(S(=O)(=O)N3CCC(C(=O)N4CCn5c4nc4ccccc45)CC3)cc2CC1C (configuration not stated)
    101	-0.1
- CCCCC/C=C\C/C=C\C/C=C\C/C=C\CCCC(N)=O
    102&101	0.2&0.3
- Cn1cccc1CNCCc1ccc(F)cc1
    106	0.8
- CC(C)CNC(=O)c1cc(CC(C)C)on1
    100	-0.1
- Cc1cccc(C)c1NCc1nnc(SCC#N)n1-c1ccccc1
    98	-1.3
- CCCn1ncc(OC)c(Cl)c1=O
    98	-0.5
- Cc1cc(OCC(=O)N(C)c2ccccc2)cc(C)c1Cl
    100	-0.3
- CCCNC(=O)CN1CCN(c2nc(C)nc3scc(-c4cccs4)c23)CC1
    106	0.3
- S=C(Nc1ccc2nsnc2c1)N1CCCC1
    89*	-3*
- Cc1ccccc1OCc1ccc(-c2nc(C#N)c(N3CCN(c4cccc(Cl)c4)CC3)o2)o1
    100	-0.3
- Cc1cc(C)c2c(n1)SCC(=O)N2CC(=O)NC1CCN(Cc2ccccc2)CC1
    106	1.4
- COc1cccc(C(=O)Nc2ccc(-n3nncc3-c3ccccc3)cc2)c1
    100	-0.4
- Cc1ccc(CN(Cc2ccco2)C(=O)c2cccc(C)c2)cc1
    110	0.9
- COc1cccc(OCCSc2nc3ccccc3c(=O)[nH]2)c1
    99	-0.5
- COC(=O)c1c(NC(=O)c2ccc(S(=O)(=O)N3CCCC(C)C3)cc2)sc2c1CCN(C(C)C)C2 (configuration not stated)
    107	0
- COc1ccc(-c2nc3nc(C)cc(C)n3c2Nc2c(C)cccc2C)cc1
    137	6.9
- Cc1csc(C2C(=O)NC(S)=C(C#N)C23CCCCC3)n1 (configuration not stated)
    102	0
- O=C(Nc1ccccc1O)c1cccc(S(=O)(=O)N2CCCC2)c1
    104	0.6
- Cc1cccc(-c2nc(SCC(=O)N(C)c3ccccc3)c3c(=O)n(C)c(=O)n(C)c3n2)c1
    108	0.2
- CC(C)(O/N=C(/C(=O)N[C@@H]1C(=O)N2C(C(=O)[O-])=C(C[n+]3ccccc3)CS[C@H]12)c1csc(N)n1)C(=O)O
    98	-0.1
- O=C(c1cnn(-c2ccccc2)n1)N(CC1CCCO1)C1CCS(=O)(=O)C1 (configuration not stated)
    96	-1.4
- CN(C(=O)c1cc2c(s1)-c1ccc(Cl)cc1SC2)c1cccc(Cl)c1
    104	0.5
- COC(=O)c1ccccc1NC(=O)c1ccccc1Br
    97	-1.7
- O=C(C1CCCN(CC2CC3C=CC2C3)C1)N1CCC(Cc2ccccc2)CC1 (configuration not stated)
    99	-0.9
- Cc1nc(N2CCCC2)ncc1C(=O)Nc1ccc(OC(F)(F)F)cc1
    110	0.7
- O=S1(=O)CCC(NC(=S)N2CCCCC2)C1 (configuration not stated)
    99	-0.5
- Cc1cccc(Nc2sc(C(=O)c3ccc(Cl)cc3)c(N)c2C(N)=O)c1
    109	0.4
- COc1ccc(-c2noc(CN3CCN(c4cccc(Cl)c4)CC3)n2)cc1
    104	-0.7

Rewritten in markdown: two of the compounds above.
| canonical_smiles | PV pol inh | PV pol inh FP z-score |
| --- | --- | --- |
| Cc1ccc(CN(Cc2ccco2)C(=O)c2cccc(C)c2)cc1 | 110 | 0.9 |
| Cn1cccc1CNCCc1ccc(F)cc1 | 106 | 0.8 |

Copied from the list.
`COc1ccc(-c2nc3nc(C)cc(C)n3c2Nc2c(C)cccc2C)cc1` in PV pol inh is entered as 137
`Cc1nc(N2CCCC2)ncc1C(=O)Nc1ccc(OC(F)(F)F)cc1` in PV pol inh FP z-score is entered as 0.7
`CC(C)CNC(=O)c1cc(CC(C)C)on1` in PV pol inh FP z-score is entered as -0.1
`O=S1(=O)CCC(NC(=S)N2CCCCC2)C1` (configuration not stated) in PV pol inh FP z-score is entered as -0.5
`O=C(C1CCCN(CC2CC3C=CC2C3)C1)N1CCC(Cc2ccccc2)CC1` (configuration not stated) in PV pol inh is entered as 99

Other records follow.
Order of results: PV pol inh	PV pol inh FP z-score
- Nc1ccc(Cl)cc1C(O)c1ccccc1 (configuration not stated)
    99	-0.3
- COc1ccc(S(=O)(=O)NC(CC(=O)N2CCCCC2)C(C)C)cc1 (configuration not stated)
    104	1
- Cc1noc(/C=C/c2cccs2)c1S(=O)(=O)N1CCC(C(=O)Nc2ccc(F)c(Cl)c2)CC1
    105	0.2
- Nn1c(CSc2ccccn2)nc2ccccc2c1=O
    103	0.4
- C=CCn1c(O)c(C#N)c(C)cc1=O
    103	0.5
- O=C(NCc1cccnc1)C1CCC(c2ccc(Cl)cc2)CC1 (configuration not stated)
    101	-0.5
- Cc1onc(-c2c(Cl)cccc2Cl)c1NC(=O)NC(C)C
    101	0
- CC1=CC(=C2C(=O)c3ccccc3C2=O)C=C(C)N1CC(C)C
    101	0.1
- COc1ccc(-c2cc(=O)c3cc(OC(=O)Cc4ccccc4)ccc3o2)cc1
    104	0.7
- CCS(=O)(=O)NCCc1csc2nc(-c3ccccc3)nn12
    98	-1.7
- NC(=S)Nc1ccccc1OC(F)(F)F
    106	0.6
- CC(C)(C)c1ccc(C(=O)Nc2c(C(=O)c3ccc(F)cc3)oc3ccccc23)cc1
    107	0.5
- O=C(CCN1CCN(c2ccccc2)CC1)N/N=C1/CCCc2ccccc21
    107	0.5
- Cc1ccccc1NC(=O)c1cc2ccccc2o1
    103	0.1
- CCn1c2ccccc2c2cc(NC(=O)c3cccs3)ccc21
    108	0.4
- O=C(NCCN1CCN(Cc2ccccc2)CC1)Nc1ccccc1
    103	0.1
- COc1ccc(C(=O)N2CCc3cc(OC)c(OC)cc3C2c2ccccc2)cc1 (configuration not stated)
    101	-0.1
- CC(C)=N/N=C1/NC(=O)C(CC(=O)Nc2ccc(C(=O)O)cc2)S1 (configuration not stated)
    98	-0.7
- Cc1ccc2nc(/C(C#N)=C/c3ccc(-c4ccc(F)cc4F)o3)[nH]c2c1
    84	-2.6
- Cn1ccnc1C(=O)c1ccc(F)cc1
    107	0.7
- Cc1cc(C)c2c(-n3cccc3)c(C(=O)NCc3cccc(F)c3)sc2n1
    106	-0.3
- COc1cccc(-n2c(=O)c3c(C)c(C)sc3n(CC(=O)NCCC3=CCCCC3)c2=O)c1
    101	-0.2
- CCCSc1ncc(Cl)c(C(=O)Nc2c(C(=O)Nc3ccc(C)cc3)oc3ccccc23)n1
    105	-0.3
- CC(C)CC(C(=O)O)N1C(=O)/C(=C\c2cccn2C)SC1=S (configuration not stated)
    116	2.9
- CN(C(=O)COC(=O)c1cc(=O)[nH]c(=O)[nH]1)C1CCCCC1
    99	-0.5
- COc1ccc(/C=C2/SC(=O)N(CC(=O)NCCO)C2=O)cc1OC
    101	0
- C=CCn1c(SCN2C(=O)c3ccccc3C2=O)nnc1C1CCCCC1
    100	-0.3
- Cc1cc(C)c2c(N)c(C(=O)C(C)(C)C)sc2n1
    102	0.1
- OCC1CCCC1O (configuration not stated)
    98	-0.8
- COc1ccc(CN(Cc2ccc(OC)cc2)S(=O)(=O)c2c(C)noc2C)cc1
    104	1

Full records as entered above. Order of values: PV pol inh | PV pol inh FP z-score
Cc1ccccc1NC(=O)c1cc2ccccc2o1 is entered as 103 | 0.1
OCC1CCCC1O (configuration not stated) is entered as 98 | -0.8

Going on with the list.
Order of results: PV pol inh	PV pol inh FP z-score
- CCC(Sc1ccccn1)C(=O)Nc1cccc2ccccc12 (configuration not stated)
    103	0.1
- O=c1oc(-c2ccccc2N=Cc2sc3ccccc3c2O)nc2ccccc12
    104	0.4
- O=C1c2ccccc2-c2c1c1ccccc1c(=O)n2Cc1ccc2c(c1)OCO2
    101	0.1
- COc1cc(NC(=O)Cn2c(-c3ccccc3)cc(C(C)=O)c2C)cc(OC)c1
    107	0.5
- CCOc1ccccc1NC(=O)C(C)N(c1ccccc1)S(C)(=O)=O (configuration not stated)
    100	-1.5
- CC1(C)CC2=NN(c3ccccc3)P(=S)(Nc3nccs3)C2=C(N2CCCC2)C1 (configuration not stated)
    92	-0.7
- CC1CCCN(Cc2c(O)ccc3c(=O)c(Oc4ccc(C(C)(C)C)cc4)c(C(F)(F)F)oc23)C1 (configuration not stated)
    103	-0.7
- CCOC(=O)c1ccccc1NC(=O)c1cc2c(=O)oc3ccc(C)cc3c2s1
    108	0.5
- COc1ccc(CC(=O)NCc2nnc(SCCOc3ccccc3)n2C)cc1
    99	-0.9
- Cc1ccccc1Nc1c(-c2ccc(O)cc2)nc2cnccn12
    100	0.1
- O=C(O)CCCNc1ncnc2ccc(Br)cc12
    102	0
- COc1ccc(NC2=Nc3ccccc3CCC2)cc1
    102	0.3
- COc1ccc(-c2cc(OC(=O)c3ccccc3)c3c(C)oc(C)c3c(=O)c2)cc1OC
    108	0.3
- C/C(=N\OC(=O)c1ccccc1)c1csc(-c2snnc2C)n1
    100	-0.4
- COC1(C)COC(C)(OC)CO1 (configuration not stated)
    103	0.7
- O=C(O)C1CCCCC1C(=O)Nc1cccc(C(=O)N2CCCCC2)c1 (configuration not stated)
    99	-1.4
- CC1CC(C)CN(C(=O)CSc2ncnc3ccccc23)C1 (configuration not stated)
    104	1.2
- O=C(Nc1ccc2c(c1)oc1ccccc12)C(F)(F)F
    106	1
- CCc1cccc(NC(=O)CCS(=O)(=O)c2ccc(C)cc2)c1
    104	-0.4
- Cc1ccc(CN(C(=O)COc2c(F)c(F)c(F)c(F)c2F)C2CCS(=O)(=O)C2)o1 (configuration not stated)
    105	0.6
- Cc1ccc(C)c(SCC(=O)Nc2ccc(-n3cnnn3)cc2)c1
    101	-0.2
- NC1=NC(c2cccc(Cl)c2)N(CCc2ccc(F)cc2)C(N)=N1 (configuration not stated)
    101	-0.1
- CCNc1nc(NCC)n2c(SCC(=O)N3CCc4ccccc4C3)nnc2n1
    101	0.1
- Cc1ccccc1NC(=O)CCN1C(=O)c2ccccc2Sc2ncccc21
    102	-1
- CSc1ccc(CCNC(=O)c2cnc3c(C)cccn3c2=O)cc1
    102	-1.1
- COc1ccc2cc(-c3nc4ccccc4[nH]3)c(=N)oc2c1
    104&103	0.3&0.1
- Cn1cnnc1SCC(=O)NC1CCCC1
    101	-0.7
- Cc1ccc2occ(CC(=O)Nc3ccc(C)c(Cl)c3)c2c1
    102	-0.3
- COc1ccc(C)cc1NC(=O)Cn1c(=O)ccc2cc(S(=O)(=O)N3CCCC3)ccc21
    103	-1
- O=C(Nc1nncs1)C1CCCCC1
    100	-0.5

Part of the list above in order of formula weight, smallest number first.
Order of results: PV pol inh	PV pol inh FP z-score
- O=C(O)C1CCCCC1C(=O)Nc1cccc(C(=O)N2CCCCC2)c1 (configuration not stated)
    99	-1.4
- COc1ccc(CC(=O)NCc2nnc(SCCOc3ccccc3)n2C)cc1
    99	-0.9
- CC1(C)CC2=NN(c3ccccc3)P(=S)(Nc3nccs3)C2=C(N2CCCC2)C1 (configuration not stated)
    92	-0.7
- CC1CCCN(Cc2c(O)ccc3c(=O)c(Oc4ccc(C(C)(C)C)cc4)c(C(F)(F)F)oc23)C1 (configuration not stated)
    103	-0.7

New compounds follow:
Order of results: PV pol inh	PV pol inh FP z-score
- Cc1ccc(Nc2c(-c3ccc(N(C)C)cc3)nc3ccccn23)cc1
    109	0.3
- O=C1CCCN1C(=O)CSc1nc2ccccc2n1CCc1ccccc1
    99	-0.5
- COCCC1C(=O)c2c(n(Cc3ccccc3)c3nc4ccccc4nc23)N=C1C (configuration not stated)
    99	-0.5
- Cc1[nH]nc2nc3c(c(-c4cc(C)n(C5CC5)c4C)c12)C(=O)CC(C)(C)C3
    109	0.9
- Cc1onc(-c2ccccc2)c1-c1csc(-c2ccc(-c3csnn3)cc2)n1
    100	-0.2
- COc1ccc(NC(=O)Cn2nnc(C(=O)NCc3cccs3)c2N)cc1
    111	0.7
- CCCOc1ccc(C2C(=O)N(C3CCCCCC3)CC(=O)N2Cc2ccccc2OC)cc1OC (configuration not stated)
    111	0.4
- COc1ccc2oc(=O)cc(CN3CCN(c4ncccn4)CC3)c2c1
    103	0.5
- CCc1ccc(NC(=O)CSc2nncn3c2cc2occc23)cc1
    102	0.2
- O=C(c1cccc(Cl)c1)N(Cc1ccccc1)Cc1ccccc1
    106	0.4
- c1ccc2sc(CCc3nc4ccccc4s3)nc2c1
    109	0.6
- CC(=O)N1CCCc2cc(S(=O)(=O)Nc3ccc(OC(F)(F)F)cc3)ccc21
    114	1.6
- O=C(Nc1ccccc1C(=O)NCc1ccco1)c1ccc(Cl)cc1
    102	0.5
- COC(=O)CN1C(C)=Nc2ccc(Br)cc2C1c1ccccc1 (configuration not stated)
    107	0.4
- CCOc1ccc(NC(=O)Cn2nnc(C(=O)NCc3cccs3)c2N)cc1
    115	1.8
- CCc1cccc(CC)c1NC(=O)Cc1csc(C)n1
    106	0
- Cc1ccc(CCNc2nc3ccccc3c3nc(-c4cccnc4)nn23)cc1
    103	-0.5
- O=C(/C=C/c1cn(-c2ccccc2)nc1-c1cccnc1)NCCCn1ccnc1
    106	0.5
- O=C(Nc1ccc(F)cc1)c1cccc(N2CCCS2(=O)=O)c1
    111	0.3
- CCSc1nc(C(F)(F)F)nc2ccccc12
    99	-0.6
- Cc1cccc(NC(=O)N2CCC(n3c(C)nc4cccnc43)CC2)c1
    112	1.3
- c1c2c(cc3sc(N4CCOCC4)nc13)OCCO2
    104	0.8
- Cc1ccc2c(c1)N(C(=O)N1CCC(C(=O)NCCC3=CCCCC3)CC1)CC(C)O2 (configuration not stated)
    106	-0.2
- Nc1nnc(C2CC2)s1
    96	-1.4
- O=C(Cc1n[nH]c(=O)c2ccccc12)Nc1cccnc1
    99	-0.3
- CCc1nnc(NC(=O)c2ccc(S(=O)(=O)N(C)C)cc2)o1
    100	-0.4
- COc1cc2ccccc2cc1C(=O)N1CCN(c2nc3c(F)cc(F)cc3s2)CC1
    102	-1.1
- CCOCCn1ccc2c(OCC(=O)NCc3ccc(F)cc3)cccc2c1=O
    108	0.3
- CCOc1cc(C#N)cc(I)c1OCC(=O)OC
    104	2
- CCCCn1c(CN2CCN(c3ccc(OC)cc3)CC2)nc2c1c(=O)[nH]c(=O)n2C
    105	0.1
- O=C(Nc1cccnc1)C(=O)c1c(O)[nH]c2ccccc12
    101	-0.1
- O=C(CSc1nc(-c2ccccc2)cc(=O)[nH]1)c1c[nH]c2ccccc12
    101	-0.6
- COc1ccc(C(=O)NCCc2ccccn2)cc1S(=O)(=O)NC1CCCC1
    100	-0.4

High-throughput results: PubChem, ICCB-Longwood Screening Facility, Harvard Medical School
